Screening data (PubChem)
JMJD2A Tudor inh = blocks the human JMJD2A Tudor domain; O75164; AlphaScreen JMJD2A-Tudor / H3K4me3 peptide binding; Potency, µM (series often up to 114 µM), inactives show top-dose activity change, negative = inhibition, hits mostly inhibitors; 390,000 compounds, 4.4% hits; AID 504339; note: potency is the fitted concentration of half-maximal effect; % is set by controls: 0 for no effect and ±100 for the full control effect; nearly all actives have a fitted effect of over 50% in size
GLS inhibitor = glutaminase GLS (human) inhibition; O94925; GLS enzymatic activity, qHTS titration; Potency, µM (series often up to 45.5 µM), without a hit: top-dose activity change, negative = inhibition, actives largely listed as inhibitors; 410,000 compounds, 0.21% hits; note: potency is the fitted concentration of half-maximal effect; % is set by controls: 0 for no effect and ±100 for the full control effect
Target sequence (O94925 whole entry, looked up): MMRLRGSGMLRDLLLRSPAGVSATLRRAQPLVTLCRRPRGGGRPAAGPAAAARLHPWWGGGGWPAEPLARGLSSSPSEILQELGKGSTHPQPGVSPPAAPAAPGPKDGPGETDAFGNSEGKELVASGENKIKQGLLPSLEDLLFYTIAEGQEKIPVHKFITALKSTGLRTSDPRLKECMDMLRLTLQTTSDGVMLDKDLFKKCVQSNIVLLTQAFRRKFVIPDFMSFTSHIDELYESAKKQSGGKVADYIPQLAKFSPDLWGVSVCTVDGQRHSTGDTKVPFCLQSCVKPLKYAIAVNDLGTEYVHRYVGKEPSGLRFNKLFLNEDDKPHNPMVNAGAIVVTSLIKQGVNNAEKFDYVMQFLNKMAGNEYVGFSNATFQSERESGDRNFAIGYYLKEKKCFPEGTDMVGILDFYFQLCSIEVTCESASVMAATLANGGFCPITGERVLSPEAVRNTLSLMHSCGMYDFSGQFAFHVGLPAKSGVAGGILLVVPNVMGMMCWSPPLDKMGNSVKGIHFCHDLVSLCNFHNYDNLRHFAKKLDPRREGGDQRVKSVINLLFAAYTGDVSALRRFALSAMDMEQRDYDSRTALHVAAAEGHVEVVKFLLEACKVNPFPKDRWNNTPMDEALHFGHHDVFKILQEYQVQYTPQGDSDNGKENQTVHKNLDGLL
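Glutamate formation by hKGA was monitored fluorometrically using coupled glutamate oxidase, HRP and Amplex Red. Substrate was added as 1 mM L-glutamine solution; incubation was 30 min at RT after an initial read.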
POLH inh = inhibitors of human DNA polymerase eta. Potency, µM (doses to about 114 µM), for the others: at the highest dose activity change, negative = inhibition, most hits filed as inhibitors. 390,000 compounds, 1.2% hits. AID 588591. recombinant Pol eta, fluorescent DNA replication assay; note: potency is the fitted concentration of half-maximal effect; % is set by controls: 0 for no effect and ±100 for the full control effect
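Pol eta (10 nM) was preincubated with compounds for 15 min at room temperature, after which fluorescent replication substrate (50 nM final) was added to start the reaction. Fluorescence was read kinetically at 0 and 10 min.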
HP1b binding inh = HP1-beta chromodomain-methylated histone interaction inhibition. P83916. AlphaScreen HP1-beta / biotin-H3K9me3 peptide binding. Potency, µM (series often up to 114 µM), inactives show at the top dose activity change, negative = inhibition, most hits filed as inhibitors. 390,000 compounds, 0.56% hits. AID 540317; note: potency is the fitted concentration of half-maximal effect; nearly all actives have a fitted effect of over 70% in size; inactives centre near 23
Target sequence (P83916 whole entry, looked up): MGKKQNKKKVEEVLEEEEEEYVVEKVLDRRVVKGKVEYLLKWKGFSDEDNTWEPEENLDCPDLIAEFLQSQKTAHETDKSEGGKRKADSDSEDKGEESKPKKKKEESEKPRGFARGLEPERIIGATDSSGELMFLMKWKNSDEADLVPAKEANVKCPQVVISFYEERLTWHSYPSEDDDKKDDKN
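Compound inhibition of the preformed complex between 50 nM HP1-beta and 50 nM biotinylated H3K9me3 peptide was read by AlphaScreen. Buffer was PBS pH 7.4 with 0.01% Tween-20. Incubations ran 30 min at room temperature, with 10 ug/mL donor/acceptor beads.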
Tb PGK inh = blocks T. brucei phosphoglycerate kinase; P07378; PGK/GAPDH coupled, Kinase-Glo luminescence, 60 min; Potency, µM (highest dose often 57.5 µM), without a hit: at the top dose activity change, negative = inhibition, hits mostly inhibitors; 380,000 compounds, 0.043% hits; note: potency is the fitted concentration of half-maximal effect; % is set by controls: 0 for no effect and ±100 for the full control effect; nearly all actives have a fitted effect of over 60% in size
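Recombinant glycosomal PGK reaction used 1,3-bisphosphoglycerate generated in-well by GAPDH (100nM final) in 100mM TEA pH 7.6, 5mM MgCl2, 0.01% Tween-20. After 60 minutes at room temperature, ATP was read by Kinase-Glo Plus luminescence end-point.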
Pin1 inhibitor = blocks the human prolyl isomerase Pin1 | AID 504891 | 390,000 compounds, 0.009% hits | Potency, µM (series often up to 115 µM), for inactives: top-dose activity, negative = inhibition, hits mostly inhibitors | Pin1 FP peptide displacement, HiFluor488, 10 min; active = well fitted inhibition curve with a large enough effect in the polarisation, with a control signal flat, not every such curve was filed as active; inconclusive = small, poorly fitted or top-dose-only effect, or effect the other way, or a change in a side signal; inactive = no such curve, though single readings can be large or run the other way; the % refers to the polarisation; note: potency is the fitted concentration of half-maximal effect; % is set by controls: 0 for no effect and ±100 for the full control effect
Target sequence (Q13526 whole entry, looked up): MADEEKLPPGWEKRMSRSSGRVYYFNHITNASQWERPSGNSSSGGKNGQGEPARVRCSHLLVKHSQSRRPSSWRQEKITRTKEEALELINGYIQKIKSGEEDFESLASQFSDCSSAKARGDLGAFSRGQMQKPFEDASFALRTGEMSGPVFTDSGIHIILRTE
PI4K2A inh = inhibitors of human PI4K2A | activity change, negative = inhibition, % at 76.9 µM | Q9BTU6 | 420,000 compounds, 0.13% hits | purified PI4K2A, ADP-Glo luminescence, 1 h; hits give low values; in the data active = activity change below about -50%; inconclusive = mostly about -30% to -49%;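 note: -100% = wells without enzyme as full effect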
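In this quantitative HTS, ADP production by PI4K2A was quantified luminescently after 1 h at ambient temperature; 100 microM adenosine served as plate-quality control.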
G9a block = blocks human histone lysine methyltransferase G9a. Q96KQ7. G9a H3K9 monomethylation, AlphaScreen, 2 h. Potency, µM (top dose mostly 102 µM), without a hit: at the highest dose activity, negative = inhibition, hits mostly inhibitors. 350,000 compounds, 8.8% hits. AID 504332; note: potency is the fitted concentration of half-maximal effect; % is set by controls: 0 for no effect and ±100 for the full control effect; nearly all actives have a fitted effect of over 75% in size
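Chemiluminescent proximity detection of H3K9 monomethylation, read after 10 min bead incubation in the dark. Reaction: 20 nM G9a, 500 nM biotin-H3K9 peptide, 20 uM SAM cofactor, 2 h, room temperature, following 15 min enzyme-compound preincubation.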
BAZ2B block = inhibitors of human BAZ2B bromodomain. Potency, µM (top dose mostly 114 µM), inactives show top-dose activity change, negative = inhibition, usual class: inhibitors. 360,000 compounds, 4.4% hits. AID 504333. AlphaScreen BAZ2B-H3K14Ac peptide displacement. Q9UIF8; note: potency is the fitted concentration of half-maximal effect; % is set by controls: 0 for no effect and ±100 for the full control effect; nearly all actives have a fitted effect of over 60% in size
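Multi-concentration screen (max 110 uM) measuring displacement of acetylated histone H3 peptide from BAZ2B by AlphaScreen, using 50 nM protein, 50 nM peptide and 10 ug/mL streptavidin donor plus Ni-chelate acceptor beads.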
The depositor's hits bear a star; i = inactive; ? = inconclusive; . = no result given; & = joins results of further samples; [ ] = another dose, or the depositor's remark. Unless noted, calls come from the whole dose curve; as a rule, active = well fitted curve in the direction sought with a large enough effect; inconclusive = small, poorly fitted or top-dose-only effect, or another doubt; inactive = no such curve, though single readings can be large; an effect the other way counts as inactive or inconclusive.

SMILES	JMJD2A Tudor inh	GLS inhibitor	POLH inh	HP1b binding inh	Tb PGK inh	Pin1 inhibitor	PI4K2A inh	G9a block	BAZ2B block
Cc1ccc(OCC(=O)Nc2cc(NC(=O)COc3ccc(C)c(C)c3)cc(C(=O)O)c2)cc1C	?	8%	?	-3%	?	?	2	-23%	-8%
Cc1nn(C)cc1CN(C)C(=O)c1sc2cccc(Cl)c2c1Cl	-4%	5%	-11%	22%	5%	-2%	-1	20%	14%
COc1cccc(-c2nnc(-c3ccc(C(F)(F)F)cc3)o2)c1OC	8%	3%	-15%	54%[activator]	i	-3%	-1	-1%[59 µM]	-3%
Cc1cccc2cccnc12	-12%	-4%	-3%	75%[activator]	-6%	-4%	3	0%[0.501 µM]	13%
Cc1ccc(Nc2c(-c3ccc(Br)o3)nc3ccccn23)cc1	-12%	3%	-17%	18%	2%	?	3	-13%[59 µM]	?
COc1ccc(N=Cc2c(O)ccc3ccccc23)cc1	35%	6%	-21%	82%[activator]	-3%	?	-2	0.79µM*	-20%
Cc1cccc2nc(CSCc3ccco3)cn12	-34%	-12%	20µM*	4%	-9%	-13%	-9	45µM*	?
O=C(CSc1nc2c(c(C(F)(F)F)n1)CCc1ccccc1-2)NCc1ccccc1	0%	-3%	5%	40%	-6%	-6%	1	?	8%
Cc1ccc2nc(NC(=O)COC(=O)c3ccc(Br)o3)sc2c1	45µM*	7%	?	10%	-5%	14%	-26	?	43%[activator]
COc1ccc(NC(=O)CN2C(=O)NC(C)(c3ccc4c(c3)OCCO4)C2=O)cc1S(N)(=O)=O (centres undefined)	-6%	5%	-9%	22%	-2%	-8%	-2	.	.
O=C1C[C@@H]2c3c(cccc3CN1Cc1ccccc1F)C[C@@H](O)[C@H]2O	-3%	5%	-10%	25%	1%	-3%	-3	.	.
Cc1noc(C)c1S(=O)(=O)N1CCC(C(=O)Nc2ccc(OC(F)(F)F)cc2)CC1	2%	-2%	1%	40%	-3%	6%	2	-2%	8%
CC1CCc2c(sc(/N=C/c3cccnc3)c2C(N)=O)C1 (centres undefined)	-6%	-14%	2%	19%	0%	0%	-2	-25%[12.7 µM]	-5%
O=C1/C(=C/C=C/c2ccco2)SC(=S)N1NS(=O)(=O)c1ccccc1	3.5µM*	16µM*	1.1µM*	10µM*	?	?	-19	3.2µM*	7.1µM*
CC(NC(=O)CN1C(=O)COc2ccc(Cl)cc21)c1ccccc1 (centres undefined)	-6%	0%	-8%	40%[activator]	-5%	0%	-1	1%[59 µM]	-2%
CC(=O)Oc1ccccc1/C=C/c1nc2ccccc2c(=O)o1	-23%	-2%	-23%	19%	-2%	4%	-1	?	-28%
COc1ccc(/C=C2\SC(=S)N(CCC(=O)Nc3ccc(O)cc3)C2=O)cc1	-7%	-5%	-7%	19%	i	2%	-3	-2%	-32%
O=S(=O)(N1CCOCC1)n1nnc2ccccc21	2%	-9%	-1%	21%	.	-9%	-2	-3%	0%
C=CCNc1nc2c(c(=O)n(C)c(=O)n2C)n1Cc1ccc(F)cc1	-21%	-6%	0%	25%	-2%	-8%	-5	1%	5%
COc1ccc2cc(CNc3ccc(C)cc3)c(=O)n(CC(=O)Nc3ccc(OC)c(Cl)c3)c2c1	-11%	-18%	-2%	21%	i	0%	1	-29%[59 µM]	-14%
CN(c1cccc(NS(=O)(=O)c2cccc([N+](=O)[O-])c2)c1)S(C)(=O)=O	-7%	4%	4%	37%	1%	5%	6	?	-3%
C/C(CCc1ccccc1)=N\NC(=O)C1C2CCCCC21 (centres undefined)	-8%	3%	0%	39%	i	-5%	-3	1%	8%
CCCn1nnc(NC(=O)c2ccc(OCC)c(Cl)c2)n1	-9%	-2%	-3%	14%	.	-1%	10	-19%[12.7 µM]	-31%
CC(=O)c1ccc(N=Nc2ccc(N)cc2)cc1	?	5%	-10%	-17%	2%	4%	-9	.	?
O=C(c1ccccc1S(=O)(=O)NCC(O)COc1ccc([N+](=O)[O-])cc1)N1CCCCC1 (centres undefined)	-9%	-1%	-20%	17%	i	-2%	2	25%	-6%[57.1 µM]
Cc1ccc(C)c(NC(=O)COc2cccc3c2CCN(Cc2ccccc2C)C3=O)c1	-24%	-15%	-20%	25%	-3%	3%	-4	-23%	-23%
C/C(=N\NC(=O)CCn1nnc2ccccc21)c1ccco1	-20%	1%	4%	19%	-5%	-4%	-4	12%	1%
C=CCNc1nc(Nc2ccc(OC)cc2)nc(OC)n1	-4%	-2%	-12%	29%	-5%	-1%	0	12%[59 µM]	-5%
CCc1ccc(-n2c(=O)c3ccc(C(=O)NCCc4ccccc4)cc3n(CC(N)=O)c2=O)cc1	-11%&-11%	-17%&1%	-11%&-6%	13%&16%	0%&8%	?	0&-1	?	2%
CCOC(=O)c1c(SCC(=O)Nc2nc(C)cs2)nc(=O)[nH]c1C	-14%	2%	-11%	24%	-3%	-10%	-9	5%	-16%
Cc1ccc(CNc2nc3ccccc3n3nnnc23)cc1	-10%[11.4 µM]	-16%	-7%	60%[activator]	-8%	?	-4	-12%[59 µM]	2%
N=C1S/C(=C\c2ccc(-c3cccc(Cl)c3)o2)C(=O)N1c1nccs1	?	-9%	10µM*	-15%	-4%	14%	-2	3.5µM*	-31%
Cc1cc(Cl)ccc1OCC(=O)Nc1cccc(S(=O)(=O)NC2=NCCCCC2)c1	-21%	6%	-5%	9%	-1%	4%	-1	-27%	-35%
O=C(COc1ccc(Cl)cc1)NCc1nnc(SCC(=O)NCCc2ccccc2)o1	-9%	16%	-13%	30%	1%	-1%	3	2%	-4%
CC(=O)Nc1ccc(S(=O)(=O)NCCNC(=O)c2ccccc2F)cc1	0%	7%	8%	40%[activator]	i	-5%	-2	25%[12.7 µM]	10%
O=C(NCCCN1CCOCC1)c1cc2c(s1)CCC2	-5%	6%	3%	51%[activator]	-7%	-11%	-1	-6%	3%
Cc1cc(C)cc(NS(=O)(=O)c2cc(C(=O)NCc3ccccn3)ccc2Cl)c1	-11%	1%	-20%	27%	-2%	-3%	3	45%[activator][59 µM]	-30%
CC(C)NC(=S)NC1(C)CCS(=O)(=O)C1 (centres undefined)	-5%	5%	-12%	11%	-5%	5%	-1	-2%	5%
CSc1nc2c(c(=O)[nH]1)C(c1ccc(F)cc1)CC(=O)N2 (centres undefined)	-10%	11%	-20%	29%	-10%	-9%	2	2%	0%
Fc1cc(F)c2nc(N3CCOCC3)sc2c1	-2%	15%	-7%	21%	4%	2%	-8	-6%[59 µM]	-2%
COc1cccc(-c2noc(COc3ccc(C(C)(C)C)cc3)n2)c1	217%[activator]	0%	-21%	182%[activator]	-5%	3%	-1	181%[activator][59 µM]	256%[activator]
CCN(CC)C(=O)COc1ccc2oc(C)c(C(=O)OC)c2c1	?	-15%	-6%	26%	-2%	0%	3	9%[59 µM]	-6%
O=C(NCc1cccnc1)C1c2ccccc2C(=O)N1C1CCCC1 (centres undefined)	-3%	-7%	-21%	58%[activator]	-10%	-1%	4	-8%[59 µM]	-5%
COc1ccc(S(=O)(=O)NCCc2sc(C)nc2C)cc1	-1%	-13%	-10%	10%[57 µM]	0%	0%	-3	-2%[59 µM]	0%
CC(C)CNC(=O)COC(=O)c1c2c(nc3ccccc13)CCC2	-30%	8%	?	3%	0%	-1%	0	?	56µM*
COc1ccc(NC(=O)CCS(=O)(=O)c2nc(-c3cccs3)cc(C(F)(F)F)n2)cc1OC	-6%	3%	-8%	42%[activator]	-10%	12%	0	-46%[59 µM]	-2%
Cc1csc(SCC(=O)N(c2ccccc2)C(C)C)n1	0%	2%	-9%	10%	-3%	6%	-2	-6%	36%
O=C(Nc1cc(N2CCOCC2)ncn1)c1ccccc1	-8%	-1%	-1%	9%	2%	1%	1	19%	-1%
CN1C(=O)C(C)(C)c2cc(S(=O)(=O)N3CCC(C(=O)NCc4ccc(Cl)cc4)CC3)ccc21	-18%	0%	-4%	22%	i	-4%	-3	?	-29%
CCOc1cc(C(=O)N(C)Cc2cc3cc(OC)ccc3[nH]c2=O)cc(OCC)c1OCC	-1%	4%	-6%	20%	3%	0%	3	?	-7%
(continued)
SMILES	JMJD2A Tudor inh	GLS inhibitor	POLH inh	HP1b binding inh	Tb PGK inh	Pin1 inhibitor	PI4K2A inh	G9a block	BAZ2B block
Cn1nc(-c2ccc(N3CCCCC3)c(NC(=O)c3ccc(Cl)cc3)c2)c2ccccc2c1=O	-2%	3%	-20%	32%	-12%	-1%	-2	-21%[59 µM]	-3%
COc1ccccc1C1C(C#N)=C(N)Oc2cc(C)n(CCCn3ccnc3)c(=O)c21 (centres undefined)	-12%	38%[activator]	3%	44%[activator]	2%	8%	5	-49%[12.7 µM]	?
COc1ccc(CC(=O)NCC(=O)Nc2ccccc2Br)cc1	-3%	2%	0%	1%	2%	3%	0	5%	-4%
Nc1c(C(=O)Nc2cccc(Cl)c2Cl)sc2nc(-c3cccnc3)ccc12	-12%	0%	-10%	64%[activator]	i	?	0	89µM*	-2%
O=C(CSc1nc(-c2ccc(F)cc2)cc(C(F)(F)F)n1)NCc1cccs1	8%[57.1 µM]	1%	-8%	46%[activator]	4%	-2%	1	-3%[59 µM]	-11%
CC(=O)C(Sc1nnnn1-c1ccccc1)C(C)=O	?	3%	-12%	1%	7%	1%	1	-18%	-16%
COC(=O)c1cc2nc(-c3ccc(OC)cc3)cc(C(F)(F)F)n2n1	14%	-9%	-14%	25%	i	0%	-2	20%[59 µM]	18%
c1cc(-c2nsc(-c3ccncc3)n2)ccn1	-15%	-14%	-17%	-32%	-3%	4%	2	-122%[59 µM]	-10%

An excerpt; the hit share may differ from the screen's.
